# Screening data: PubChem BioAssay, National Center for Advancing Translational Sciences (NCATS)
# Tb PYK inh: T. brucei pyruvate kinase inhibition; TbPYK enzyme, Kinase-Glo Plus ATP luminescence, 45 min; 410,000 compounds, 0.12% hits; Q57TT1; Potency, µM (top dose mostly 76.8 µM), for inactives: at the top dose activity, negative = inhibition, usual class: inhibitors; further: potency means the concentration at half of the fitted maximal effect; on the % scale 0 is the no-effect control and ±100 the full control effect; nearly all actives have a fitted effect of over 50% in size
#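 Luminescent Kinase-Glo Plus end-point after 45 min room-temperature reaction of T. brucei pyruvate kinase started with 130 uM ADP (final). Buffer TEA 50 mM pH 7.2 with KCl, MgCl2, BSA, Tween-20; titration-based qHTS with fitted concentration-effect curves.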
# LmPK inh: LmPK (Leishmania mexicana) enzyme inhibition. AID 1721. 290,000 compounds, 0.37% hits. Potency, µM (titrated, usually from 57.5 µM), for the others: at the top dose activity change, negative = inhibition, usual class: inhibitors. Q27686. purified LmPK, Kinase-Glo ATP luminescence, 1 h; further: potency means the concentration at half of the fitted maximal effect; on the % scale 0 is the no-effect control and ±100 the full control effect
# Target sequence (Q27686 whole entry, looked up): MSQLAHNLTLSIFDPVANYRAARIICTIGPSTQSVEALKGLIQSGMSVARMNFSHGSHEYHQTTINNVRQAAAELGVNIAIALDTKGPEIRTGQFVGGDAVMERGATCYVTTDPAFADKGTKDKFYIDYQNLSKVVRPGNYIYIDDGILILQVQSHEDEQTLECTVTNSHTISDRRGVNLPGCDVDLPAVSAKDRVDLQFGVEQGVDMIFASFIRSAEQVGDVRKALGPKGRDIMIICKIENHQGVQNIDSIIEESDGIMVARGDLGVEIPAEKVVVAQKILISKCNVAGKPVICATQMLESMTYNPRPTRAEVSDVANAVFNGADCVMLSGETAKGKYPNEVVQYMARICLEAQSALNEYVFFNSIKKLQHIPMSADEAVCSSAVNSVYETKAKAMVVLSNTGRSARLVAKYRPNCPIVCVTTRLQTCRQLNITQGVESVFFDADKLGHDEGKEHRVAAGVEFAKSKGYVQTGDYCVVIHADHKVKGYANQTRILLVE
#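 ATP generated from ADP (0.1 mM) and PEP (0.5 mM) by 0.1 nM LmPK over 1 h at room temperature (pH 7.2 imidazole buffer) was detected by coupled luciferase luminescence. Values were normalized to uninhibited and no-enzyme wells.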
# Shiga toxin inh: blocks Shiga toxin action in Vero cells. inhibition, % at 38.7 µM. 290,000 compounds, 9.2% hits. Vero cells, Shiga toxin protein synthesis inhibition reporter; in the data active means inhibition mostly above about 28%, no sharp cut-off; inactive means mostly below about 43%; further: 0% is about no effect
# AMA1-RON2 inh: disrupts binding of P. falciparum AMA1 to RON2; AlphaScreen AMA1-biotinylated RON2 peptide binding; 360,000 compounds, 0.2% hits; Potency, µM (doses to about 58.2 µM), without a hit: top-dose activity change, negative = inhibition, hits mostly inhibitors; AID 720542;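 further: potency means the concentration at half of the fitted maximal effect; 0% = vehicle wells and -100% = peptide control; nearly all actives have a fitted effect of over 45% in size; some results filed as inactive show a strong effect at the top dose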
#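 AMA1 (3D7) with his tag at 25 nM final met compounds first, then biotinylated RON2 peptide at 25 nM; detection used donor plus acceptor beads, 10 µg/mL apiece, read by AlphaScreen after 30 min at room temperature.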
# Pf growth 48h: P. falciparum growth inhibition at 48 hours (one generation). P. falciparum luciferase growth in erythrocytes, 48 h. Potency, µM (doses to about 28.7 µM), inactives show at the top dose activity change, negative = inhibition, actives largely listed as inhibitors. 310,000 compounds, 5.9% hits; further: potency means the concentration at half of the fitted maximal effect; on the % scale 0 is the no-effect control and ±100 the full control effect
#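 Cell-based growth assay: transgenic P. falciparum expressing firefly luciferase, cultured in red cells within RPMI 1640 containing 0.5% w/v Albumax, 24 mM bicarbonate and gentamycin. A drop in luciferase activity indicates inhibition.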
# Pf growth 96h: P. falciparum growth inhibition at 96 hours; 320,000 compounds, 6.9% hits; AID 504834; P. falciparum luciferase reporter growth, 96 h; Potency, µM (top dose mostly 28.7 µM), without a hit: at the highest dose activity change, negative = inhibition, actives largely listed as inhibitors; further: potency means the concentration at half of the fitted maximal effect; on the % scale 0 is the no-effect control and ±100 the full control effect
#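 Infected RBCs, 2% Hct / 0.05% parasitemia final; luciferase-reporter P. falciparum; cpd 96 h, 37 C, 5% CO2; luciferase detection reagent; luminescence.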
# Cycloheximide cs: affects cycloheximide protein synthesis inhibition readout, counter-screen. cell reporter, cycloheximide protein synthesis inhibition counterscreen. max response, %. 300,000 compounds, 12% hits. AID 2314; in the data active means max response mostly above about 13%, no sharp cut-off; inactive means mostly below about 14%; further: read at 38.3 µM for the half of the compounds with a filed dose; 0% is about no effect
# * marks the source's active call; other numbers are inactive results; ? = inconclusive; nt = not tested or not shown; & = joins results of further samples; [ ] = remark or other dose. Unless noted, the call rests on the fitted dose curve; in most records, active means well fitted curve in the direction sought with a large enough effect; inconclusive means small, poorly fitted or top-dose-only effect, or another doubt; inactive means no such curve, though single readings can be large; an effect the other way counts as inactive or inconclusive.
SMILES,Tb PYK inh,LmPK inh,Shiga toxin inh,AMA1-RON2 inh,Pf growth 48h,Pf growth 96h,Cycloheximide cs
NC(=O)NC(=O)COC(=O)c1ccc(OC(F)F)cc1,-2%,-6%,16,-1%,10%,15%,-2
CCOc1cc(N2CCOCC2)c(OCC)cc1NC(=O)c1c(-c2ccccc2)noc1C,-1%,nt,nt,?,?,?,nt
C/C(=N\NC(=O)CCC(=O)Nc1ccc(C)c(C)c1)c1cccs1,0%,5%,13,29%,2%,47%[activator],7
Nc1cccc(C2=Nc3cccc4cccc(c34)N2)c1,-13%,-17%,-9,9%,40%[activator],?,-3
CCN(CC)c1nc(C)nc2c1cnn2CCc1ccccc1,1%,6%,173*,-3%,14%,nt,49*
Cc1cccc(NC(=O)C2C3C=CC(O3)C2C(=O)O)c1C (centres undefined),6%,0%,-3,-2%,-4%,?,5
CCOc1ccc(C(=O)NC(=S)NCCCN2CCOCC2)cc1,1%,-1%,-4,10%,4%,?,-2
CC1(C)CC(=O)C2=C(C1)OC(N)=C(C#N)C2c1cn(-c2ccccc2)nc1-c1ccccc1 (centres undefined),8%,0%,-3,6%,-8%,?,18*
CCOC(=O)c1oc2c(CN3CCN(C)CC3)c(O)ccc2c(=O)c1-c1ccccc1OC,0%,-3%,1,0%,-3%,9.3µM*,-4
C/C(=N\NC(=O)c1cccc(Cl)c1)c1cccc(NC(=O)c2ccco2)c1,-16%,7%,91*,-5%,?,12µM*,24*
CCc1nnc(NC(=O)CSc2nnc(Cc3cc(=O)[nH]c(=O)[nH]3)n2-c2cccc(OC)c2)s1,0%,2%[11.5 µM],11,7%,10%,61%[activator],8
COc1ccc2[nH]cc(C(O)CN3CCC(C(N)=O)CC3)c2c1 (centres undefined),4%,-3%,-3,10%,3%,20%,-2
COc1ccc(C(=O)COC(=O)CN2C(=O)C3C4C=CC(C4)C3C2=O)cc1 (centres undefined),4%,2%,-1,124%[activator],0%,30%,-1
O=C(O)c1cccc(CN2C(=O)SC(Nc3cccc4ccccc34)C2=O)c1 (centres undefined),-15%,4%,22,94%[activator],8%,14%,3
CC(C)[C@H](NC(=O)N1CCn2c1nc1ccccc12)C(=O)N[C@@H](Cc1ccccc1)C(=O)O,0%,-1%,1,118%[activator],-24%,-11%,-1
Cc1ccc(-c2ccc(=O)n(CCC(=O)N3CCN(c4ccccc4)CC3)n2)cc1,-3%,-5%,-10,2%,?,?,-2
CCc1ccccc1N(C)S(=O)(=O)c1cc(-c2cc(C)no2)ccc1OC,-14%,0%,-5,-8%,?,?,19
O=C(Nc1cccc(NC(=O)c2cccs2)c1)c1ccc([N+](=O)[O-])o1,0%,-6%,18,6%,12µM*,3.3µM*,13*
NC(=O)Cn1cc(C=C2C(=O)NC(=O)NC2=O)c2ccccc21,-15%,1%,-2,13%,26%,-3%,-3
COc1ccccc1NS(=O)(=O)c1cc(C(=O)N2CCCC2)ccc1C,0%,nt,nt,1%,?,?,nt
COc1cccc(C(=O)NC(=S)NCc2ccco2)c1,-12%,0%,40*,-4%,70%[activator],3.7µM*,23*
O=c1c2ccccc2c(-c2ccccc2)nn1-c1ccc(Cl)c(Cl)c1,7%,-4%,-16,0%,?,29%,-1
O=C(O)COc1ccc(/C=N/NC(=O)c2ccccc2Br)cc1,-6%,-2%,-10,-3%,46%[activator],2%,1
CCc1nc(C)cn1S(=O)(=O)c1cc(C)c(OC)c(C)c1C,2%,5%,-6,-4%,nt,4%,-6
COc1ccc(OC)c(/C=N/NC(=O)CCc2n[nH]c(=O)[nH]c2=O)c1,3%,-3%,17,10%,-2%,-42%,1
Cc1ccc(-c2nnc(-c3ccc(NC(=O)c4cccs4)cc3)o2)cc1,8%,-1%,-4,1%,-11%,?,-4
Cc1ccc(-c2csc3nnc(SCC(=O)NCc4ccco4)n23)cc1,-22%,-1%,-3,1%,9.3µM*,-5%,-3
O=C(Nc1nc2ccccc2[nH]1)c1ccccc1F,?,3.2µM*,-23,63%[activator],?,10µM*,-9
Cc1cccc(NC(=O)CSc2nnc(-c3ccco3)n2CC2CCCO2)n1 (centres undefined),-4%,2%,-10,7%,32%[activator],2%,-2
CCCC1=Nc2cc(C(=O)N3CCC(C(=O)OCC)CC3)ccc2Sc2ccccc21,1%&7%,-1%,-10,-20%,8.3µM*,9.3µM*,-2
Cc1nc2ccccc2n1CC(=O)NCCN1CCCC1,2%,-10%,-2,1%,-10%,-15%,-5
CCSc1nc(C(F)(F)F)cc(=O)n1-c1ccccc1,8%,7%,-13,19%,48%[activator],63%[activator],-3
CCc1ccc(Cn2nnc(C(=O)Nc3cccc(C)c3)c2N)cc1,0%,12%,12,4%,nt,83%[activator],-5
CCC(Oc1ccc2c(=O)c(-c3ccccc3OC)coc2c1)C(=O)OCc1ccccc1 (centres undefined),-2%,0%,10,-1%,-14%,?,-2
COC(=O)c1sccc1-n1cccc1C(=O)NCc1ccccc1,-2%,2%,-23,0%,-11%,?,1
O=C(NNC(=S)Nc1ccc(Br)cc1Cl)c1ccco1,5%,0%,59*,2%,148%[activator],?,44*
CCN(CC)c1ccc(S(=O)(=O)N2CCOCC2)cc1NS(C)(=O)=O,-5%,4%,-5,9%,0%,15%,-1
O=C(Cc1ccc(Br)cc1)Nc1ccc(S(=O)(=O)NCC2CCCO2)cc1 (centres undefined),-15%,3%,26,-9%,4%,71%[activator],-3
CN1C(=O)S/C(=C\c2ccc(-n3cncn3)cc2)C1=O,-10%,2%,10,0%,0%,-16%,9
Cc1ccccc1C(=O)Nc1ccc(Cl)cn1,0%,?,115*,-13%,173%[activator],?,24*
COc1ccccc1CNC(=O)c1cccc(NC(=O)c2ccccc2)c1,4%,0%,2,-3%,?,8%,-2
COc1cccc(NC(=O)CNC(=O)c2ccc(C)o2)c1,-6%,-11%,-8,-2%,32%[activator],?,-2
Cc1ccc(-c2nnn(CCC(=O)Nc3ccc4c(c3)OCO4)n2)cc1,5%,-2%,3,-1%,-14%,nt,10
CCC(C)Sc1ccc([C@@H]2[C@@H]3C(=O)N(C)C(=O)[C@@H]3[C@]3(C(=O)OC)CCCCN23)cc1OC (some centres undefined),-12%,nt,nt,5%,?,?,nt
C=CCN1C(=O)/C(=C2/Sc3ccc(OC)cc3N2C)SC1=Nc1ccc(OC)cc1,nt,7%,37,nt,13%,138%[activator],11
Cc1cc(C)c(NC(=O)CN(C)C(=O)C2CC(=O)N(c3cccc4ccccc34)C2)c(C)c1 (centres undefined),2%,nt,nt,-7%,?,?,nt
O=C(O)COc1ccc(/C=C2/SC(=S)N(Cc3ccccc3)C2=O)cc1,8%,0%,-8,-17%,0%,4%,1
O=C(O)Cc1ccc(-n2cccc2)cc1,2%,9%,-1,-9%,12%,26%,8
COc1ccc(OC)c2c(C)cc(N3CCN(C(=O)c4ccc(C)cc4)CC3)nc12,-8%,4%,-11,-7%,?,?,-2
CC1=N/C(=C/c2ccco2)C(=O)O1,-6%,9%[11.5 µM],-19,3%,5%,14%,-4
Cc1ncsc1C(=O)Nc1cccc(C(F)(F)F)c1,-1%,-5%,-6,-7%,9%,11%,0
Cn1c(=O)c2c(SCC(=O)NCc3ccco3)nc(-c3ccccc3Cl)nc2n(C)c1=O,-5%&5%,-5%,-5,-8%,?,?,-3
COc1ccc(-c2nn(-c3ccccc3)cc2C(=O)N2c3ccc(C)cc3C3CN(C)CCC32)cc1 (centres undefined),1%,3%,-5,?,?,?,0
O=C(c1c[nH]c2ccccc12)C(Cl)c1ccccc1 (centres undefined),-2%,1%,22,0%,-6%[0.00184 µM],?,7
O=C(O)c1cccc(NC(=S)NC(=O)C(c2ccccc2)c2ccccc2)c1,0%,-3%,-15,-29%,?,-6%,-5
COc1ccc(-c2nnc(SCc3ccc(C(=O)O)cc3)n2C)cc1OC,0%,4%,0,9%,0%,?,-1
CCn1c(SCC(=O)NCc2ccco2)nnc1-c1cccs1,-2%,15%,15,-6%,4%,nt,12
CC(C)(C)[Si](OCC[C@@H]1C[C@@]1(C)[C@@H](NP(=O)(c1ccccc1)c1ccccc1)c1ccccc1)(c1ccccc1)c1ccccc1,nt,2%,-12,nt,?,2.3µM*,-2
COc1ccc(O)c(-c2cc(-c3ccccc3[N+](=O)[O-])[nH]n2)c1,-9%,1%,-3,20%,31%[activator],-5%,25*
O=C(C1CC(c2ccc(Cl)c(Cl)c2)=NO1)N1CCC2(CC1)OCCO2 (centres undefined),-5%,0%,117*,7%,107%[activator],22%,28*

# Later entries.
SMILES,Tb PYK inh,LmPK inh,Shiga toxin inh,AMA1-RON2 inh,Pf growth 48h,Pf growth 96h,Cycloheximide cs
Cn1c(=O)c2c(SCC(=O)N3CCCC3)nc(-c3ccccc3)nc2n(C)c1=O,-10%,1%,-9,-1%,110%[activator],24%,-1
O=C(CCCc1c[nH]c2ccccc12)N1CCOCC1,-2%,2%,32,-5%,32%[activator],-12%,19*
COC(=O)CC1=NN(c2nc3ccccc3s2)C(=O)/C1=C/N(C)C,-2%,-18%,-3,19%,13%,-9%,6
Cc1ccc(C2OCC3(CO)COC(c4ccc(C)cc4)N23)cc1 (centres undefined),6%,9%,-30,1%,?,nt,12
CC(C)c1nnc(NC(=O)c2nc(S(=O)(=O)Cc3ccc(F)cc3)ncc2Cl)s1,-4%,7%,98*,62%[activator],-14%,34%[activator],59*
COc1ccc2[nH]c(=O)c(-c3noc(-c4ccc(F)cc4)n3)cc2c1,nt,1%,69*,-5%,15%,nt,41*
Cc1ccc(NC(=O)[C@@H](NC(=O)c2cccc(S(=O)(=O)N3CCOCC3)c2)C(C)C)cc1C,13%,2%,-6,2%,?,?,-2
CSc1c(SCc2ccccc2)cnn(-c2ccccc2)c1=O,-18%,0%,-12,-22%,-22%,-11%,2
COc1ccc(Nc2cc(=O)n(C3CCCCC3)c(=O)[nH]2)c(OC)c1,-2%,3%,-13,1%,?,?,-3
COC(CNC(=O)c1ccc(CS(=O)(=O)c2ccc(C)cc2)o1)OC,4%,2%,-5,14%,9%[0.00184 µM],2.6µM*,-3
Cc1ccc(S(=O)(=O)N2C(=O)CCC2C(=O)NCc2ccco2)cc1 (centres undefined),9%,-1%,-11,4%,4%,81%[activator],-2

# Among those listed so far, these contain a nitro group on carbon:
SMILES,Tb PYK inh,LmPK inh,Shiga toxin inh,AMA1-RON2 inh,Pf growth 48h,Pf growth 96h,Cycloheximide cs
O=C(Nc1cccc(NC(=O)c2cccs2)c1)c1ccc([N+](=O)[O-])o1,0%,-6%,18,6%,12µM*,3.3µM*,13*
COc1ccc(O)c(-c2cc(-c3ccccc3[N+](=O)[O-])[nH]n2)c1,-9%,1%,-3,20%,31%[activator],-5%,25*
